M1AAP inhibition – P. falciparum M1AAP inhibitors, biochemical, fluorogenic H-Leu-NHMec substrate, 1536-well (AID 1445); actives 0.42% (n = 220,000); inhibition, % at 30 µM, or IC50 in µM where a hit was titrated; recombinant M1AAP, H-Leu-NHMec fluorogenic kinetic assay; higher % means a stronger effect;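 active = primary inhibition above the hit cutoff, then over 50% inhibition at one or more dose response concentrations, cut at about 23% in these data, passing the limit was not always enough; inconclusive = conflicting primary data, or primary hits not chosen for dose response; inactive = low primary inhibition, or under 50% at every dose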;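 also: plate controls were DMSO full reaction for no effect and no enzyme background for full effect; strong numbers were not always called active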
GPR55 activation – GPR55 agonists via beta-arrestin recruitment, primary screen, imaging, U2OS cells, beta-arrestin-GFP redistribution (AID 1961); one-dose activation, % at 10 µM; EC50 in µM for titrated hits; U2OS GPR55 beta-arrestin-GFP redistribution imaging; higher % means a stronger effect; actives 0.048% (n = 290,000);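 active = activation above 40% with more than 50 cells counted in the well; inconclusive = wells holding fewer than 50 cells, flagged as toxic or sparse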;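 also: U2OS osteosarcoma cells stably expressing GPR55 and beta-arrestin-GFP; plate controls were DMSO negative control for no effect and LPI positive control for full effect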
NOD1 NF-kB reporter – NOD1 signaling inhibitors, primary screen, cell-based, luminescence, uHTS (AID 1578); NOD1-driven NF-kB luciferase reporter cells, luminescence; higher % means a stronger effect; inhibition, % at 4 µM, or EC50 in µM where a hit was titrated; actives 1% (n = 290,000); in the data active = inhibition mostly above about 36%, no sharp cut-off; inactive = mostly below about 34%;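 also: HEK-293T reporter cells stimulated with the NOD1 agonist gamma-tri-DAP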
Dynein cargo inh – inhibitors of GR-EGFP nuclear translocation, primary screen, dynein cargo transport inhibitor project, imaging, high-content, 3617.4 mouse cells | test concentration mostly 20 µM; stimulated with dexamethasone, 1 µM; active compounds read low | z-score, hits read low | actives 0.47% (n = 220,000);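 active = plate z-score of nuclear minus cytoplasmic receptor signal below a set negative limit, without overly bright fluorescence or cell loss, cut at about -3.5 in these data, passing the limit was not always enough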;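 also: z-score of nuclear minus cytoplasmic ring GR-EGFP intensity difference per well; some compounds called inactive have numbers as strong as hits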
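Buffer or medium – tet-free medium with charcoal-stripped serum · Signal – automated 10x imaging of fixed Hoechst-stained cells · Also added – dexamethasone agonist, 1.0 µM final, for 30 min · Incubation – induction 48 h, compound 1 h, agonist 30 min · Read-out – GR-EGFP nuclear translocation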
KOR beta-arrestin-1 – KOR antagonists, beta-arrestin recruitment, cell-based, luminescence, uHTS (AID 1778); Kappa-type opioid receptor (Homo sapiens); KOR beta-arrestin recruitment, luminescence, antagonist mode; higher % means a stronger effect; inhibition, % at 10 µM; hits with a dose series show IC50 in µM; actives 0.091% (n = 290,000); also: strong numbers were not always called active
KOR beta-arrestin-2 – KOR agonists, beta-arrestin recruitment, primary screen, cell-based, luminescence, uHTS (AID 1777); Kappa-type opioid receptor (Homo sapiens); activation, % at 10 µM; hits with a dose series show EC50 in µM; actives 0.02% (n = 280,000); KOR beta-arrestin recruitment, luminescence; higher % means a stronger effect; in the data active = activation above about 50%, passing the limit was not always enough; also: a part of the inactive calls stands beside numbers as strong as those of hits
AID2073 – inhibitors of Mint1-CaV2.2 protein interaction, biochemical, HTRF (AID 2073) | Voltage-dependent N-type calcium channel subunit alpha-1B (Homo sapiens) | HTRF protein-protein interaction, Mint1-CaV2.2; higher % means a stronger effect | actives 0.19% (n = 290,000) | inhibition, % at 20 µM, or IC50 in µM where a hit was titrated; in the data active = inhibition mostly above about 51%, no sharp cut-off; inconclusive = no clear call, values can overlap the other calls; inactive = mostly below about 53%; also: some results filed as inactive read as strong as hits
NOD2 inhibition – NOD2 signaling inhibitors, cell-based, luminescence, uHTS, HEK293 (AID 1566) | HEK293 NOD2/NF-kB luciferase reporter, luminescence; higher % means a stronger effect | inhibition, % at 4 µM, or EC50 in µM where a hit was titrated | actives 0.63% (n = 290,000); also: many of its hits are not listed in these tables
M17LAP inhibition – P. falciparum M17LAP inhibitors, primary screen, biochemical, fluorogenic H-Leu-NHMec substrate, 1536-well (AID 1619). actives 0.38% (n = 220,000). recombinant M17LAP, H-Leu-NHMec fluorogenic kinetic assay; higher % means a stronger effect. inhibition, % at 30 µM, or IC50 in µM where a hit was titrated. Leucine aminopeptidase (Plasmodium falciparum (isolate 3D7));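 active = compound inhibiting the enzyme by more than half at any dose during confirmatory dose-response retesting; inconclusive = strong single-dose inhibitors picked by rank but not retested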;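 also: plate controls were full reaction with DMSO carrier for no effect and no enzyme background for full effect; strong numbers were not always called active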
Dynein cargo inh cytoplasmic EGFP – further read-out of Dynein cargo inh, marked with its call; z-score; measured here: cytoplasmic GR-EGFP intensity; active compounds read high
Dynein cargo inh nuclear GR-EGFP – further read-out of Dynein cargo inh, marked with its call; z-score; measured here: nuclear GR-EGFP intensity;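 lower value marks the stronger effect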
Dynein cargo inh cell count – recorded beside Dynein cargo inh, whose call it bears; z-score; measured here: cell count per field
Starred values were filed as active, the others as inactive; ? = inconclusive; . = no result given; [ ] = remark or other dose. Rule as the data show it, unless noted: active = inhibition above about 50%; inactive = the rest.

SMILES	M1AAP inhibition	GPR55 activation	NOD1 NF-kB reporter	Dynein cargo inh	Dynein cargo inh cytoplasmic EGFP	Dynein cargo inh nuclear GR-EGFP	Dynein cargo inh cell count	KOR beta-arrestin-1	KOR beta-arrestin-2	AID2073	NOD2 inhibition	M17LAP inhibition
CC(C)c1nc(CNC(=O)c2cc(COc3c(F)cccc3F)on2)cs1	2%	0.0%	-30%	-0.73	-0.26	-0.23	0.58	2%	-0.8%	-7%	14%	0%
CCN1C(=O)/C(=C/N(C(C)=O)c2ccccc2)N(c2ccccc2)C1=S	12%	0.6%	11%	-1.5	0.1	-0.51	0.5	-21%	0.7%	-10%	14%	18%
CCCc1cc(=O)oc2c3c(cc(OCC(=O)N4CCC[C@H]4C(=O)O)c12)OC(C)(C)CC3	.	0.2%	-14%	.	.	.	.	9%[20 µM]	-6.1%	37%	15%	.
C#CCNC(=O)C1=C[C@@H](c2ccc(Br)cc2)C[C@@H](OCc2ccc(CO)cc2)O1	3%	0.1%	-31%	-0.081	-0.26	0.24	0.46	-5%	-3.2%	6%	11%	2%
O=C(/C=C/c1ccc(Cl)c(Cl)c1)n1cccn1	-17%	-0.2%	46%	-0.66	-0.084	-0.07	0.39	2%	3.6%	-4%	20%	-11%
COc1ccc(NC(=O)C(=O)Nc2cccc3cccnc23)cc1OC	.	-0.1%	-63%	.	.	.	.	-29%	-1.8%	-24%	5%	.
COc1cc(OC)c(NC(=O)CCNC(=O)Cn2cnc3ccccc3c2=O)cc1Cl	3%	-0.1%	-2%	-0.51	-0.1	-0.036	0.11	9%	4.0%	5%	-1%	-9%
CN1CCN(C(=O)c2cc(COc3ccccc3)on2)[C@@H](c2ccccc2)C1	.	-0.1%	-79%	.	.	.	.	-8%	1.7%	-4%	-81%	.
CCN(CC)S(=O)(=O)c1ccc(-c2nnc(SC)o2)cc1	-2%	0.4%	4%	-0.68	-0.31	-0.34	0.45	-18%	-3.2%	-3%	-3%	1%
Cc1cc(Cl)c(S(=O)(=O)NCc2ccccc2)cc1OCC(N)=O	-1%	0.2%	-6%	0.28	-0.26	0.37	0.51	0%	0.6%	35%	18%	-2%
O=C1CC(N2CCN(Cc3ccc4c(c3)OCO4)CC2)C(=O)N1Cc1ccc(N2CCCC2=O)cc1 (stereo not drawn)	-2%	0.3%	11%	2.6	-0.33	0.63	-0.82	-28%	1.0%	2%	4%	-12%
COc1ccc(-n2c(C)c(C(C)=O)c(C(C)=O)c2C)cc1OC	-2%	-0.2%	-1%	-0.9	-0.32	-0.21	1	-16%	.	-2%	-2%	3%
COc1cc(-c2nnc(SCC(=O)O)n2-c2ccccc2)cc(OC)c1OC	.	-0.1%	-32%	.	.	.	.	-7%[20 µM]	-1.8%	8%	4%	.
COc1ccc2[nH]cc(C(=O)C(=O)N3CCCCC3)c2c1	.	-0.2%	6%	.	.	.	.	7%[20 µM]	-1.8%	5%	6%	.
O=C(O)c1cccc(S(=O)(=O)N2CCN(c3ccccn3)CC2)c1	.	0.3%	-33%	.	.	.	.	-25%	4.3%	0%	-4%	.
N#Cc1nc(-c2cccs2)oc1NCc1ccc2c(c1)OCO2	9%	-0.2%	-16%	-0.94	-0.19	-0.098	0.43	15%	2.1%	10%	-22%	-9%
O=C(Nc1ccc(Oc2ccc(C(=O)O)c(C(=O)O)c2)cc1)c1cccs1	-5%	0.6%	-47%	-0.064	-0.25	0.061	0.058	-29%	0.2%	12%	1%	31µM*
CCOC(=O)Cn1nc(C)c(NC(=O)COc2ccccc2[N+](=O)[O-])c1C	0%	-0.5%	-42%	-0.24	-0.18	-0.091	0.13	-29%	4.4%	-1%	-2%	2%
CC(=O)Oc1ccc(C(=O)[C@H]2[C@H]3C(=O)N(c4ccc5ccccc5c4)C(=O)[C@H]3[C@@H]3C=CC=NN32)cc1	8%	-0.2%	-34%	-0.18	-0.17	-0.21	-0.21	31%	0.5%	?	-1%	3%
COc1ccc(C(=O)N(Cc2nc(-c3ccc(C)cc3)no2)C2CCCCC2)cc1OC	8%	-0.3%	-17%	-0.094	-0.061	0.19	0.31	47%	1.1%	7%	10%	-14%
Nc1nc(SCC(=O)Nc2ccc(Oc3ccccc3)cc2)n[nH]1	15%	-0.2%	32%	-0.86	-0.33	-0.75	0.96	0%	1.5%	3%	16%	23%
Cc1cccc(NC(=O)c2cnc3n(c2=O)CCS3)c1	1%	0.5%	-48%	0.93	-0.27	0.45	0.76	3%	-0.4%	27%	-44%	29%
CCOc1ccccc1CN1CCN(Cc2cn(C)nc2-c2ccccc2)CC1CCO (stereo not drawn)	13%	-0.1%	-13%	-0.77	-0.18	-0.15	0.26	-17%[20 µM]	.	1%	2%	8%
Clc1ccc2nc(CN3CCCCC3)cn2c1	8%	-0.2%	-4%	-0.72	-0.33	-0.067	0.58	-38%	1.2%	-4%	-18%	4%
CCN(CC)Cc1oc(-c2ccccc2)cc1C(=O)O	-7%	0.2%	-53%	2.4	0.0081	1.2	-2.2	-25%	0.5%	6%	11%	17%
CC(C(=O)Nc1ccc(F)c(F)c1)N1CCN(C)CC1 (stereo not drawn)	.	0.3%	1%	.	.	.	.	-9%	-6.0%	16%	20%	.
COc1cc([N+](=O)[O-])ccc1NC(=O)NCc1cccnc1	.	0.0%	-36%	.	.	.	.	37%	-3.0%	-12%	22%	.
COc1ccc(NC(=O)/C=C/c2ccc(OC)c(OC)c2)cn1	2%	0.2%	-21%	1.3	-0.21	0.65	-0.59	-8%	1.6%	4%	11%	11%
CCCCC(CC)CNS(=O)(=O)c1ccc2c(c1)CCN2C(=O)CCC(=O)O (stereo not drawn)	0%	-0.2%	13%	-0.45	-0.19	0.2	-0.12	-18%	-4.2%	2%	20%	4%
Cn1c(C(=O)O)ccc1S(=O)(=O)N1CCCCCC1	-2%	-0.2%	-7%	-0.52	-0.23	-0.14	-0.36	-14%	.	-8%	9%	2%
CN(C)S(=O)(=O)c1ccc(C(=O)Nc2nnc(-c3cccs3)o2)cc1	-7%	-0.4%	-39%	1.1	-0.19	1.1	-1.6	-13%	3.0%	-8%	-6%	11%
CN(C)CCOCCOc1ccc(Cl)cc1C(C)(C)C	-5%	-0.2%	-16%	0.3	-0.048	0.095	0.53	-4%	2.2%	35%	12%	-6%
Cc1noc2ncnc(Oc3ccccc3Cl)c12	-2%	0.1%	-28%	-0.63	-0.32	0.42	0.06	-3%	-1.4%	4%	-1%	3%
O=C(Nc1ccn(Cc2ccccc2F)n1)c1ccc(COc2ccc(Br)cc2)cc1	-15%	-0.1%	53%	-0.42	-0.071	0.2	-0.16	9%	-2.5%	-7%	30%	1%
CCS(=O)(=O)c1ccc2oc(SCC(=O)NC3CCCC(C)C3C)nc2c1 (stereo not drawn)	2%	0.2%	.	-0.14	0.046	0.27	0.27	-74%	-5.5%	-12%	.	5%
COC1=CC(=Cc2c(N)n3nc(CC(=O)N4CCOCC4)sc3nc2=O)C=C(OC)C1=O	.	-0.1%	10%	.	.	.	.	4%	4.4%	-3%	8%	.
CCOC(=O)Cc1ccc(NCc2ccc(Cl)cc2)cc1	9%	0.8%	-27%	-0.22	-0.31	0.19	0.56	0%	6.2%	-23%	0%	10%
COc1ccccc1N(C(=O)c1snc(C(N)=O)c1N)C(C(=O)NCc1ccccc1)c1ccc(O)cc1 (stereo not drawn)	.	0.5%	-17%	.	.	.	.	-19%	-2.1%	-1%	27%	.
O=C(NCc1ccc(OC(F)(F)F)cc1)C1CCC(=O)N(C2CC2)C1 (stereo not drawn)	.	0.0%	-17%	.	.	.	.	-13%	-0.2%	4%	1%	.
NC(=O)CSc1nnc(Cn2cnc3ccccc32)o1	2%	-0.3%	-28%	2.8	0.17	1.7	-1.2	-3%	-0.1%	-4%	2%	15%
O=C(O)c1ccc(COc2ccc3ccccc3c2/C=C2/NC(=O)N(c3ccccc3)C2=O)cc1	?	-0.1%	14%	-0.032	-0.16	-0.14	0.087	-51%	3.4%	-7%	15%	25µM*
O=C(COc1ccc(Br)cc1Br)NNC(=O)c1cccs1	.	-0.1%	-57%	.	.	.	.	-28%	-0.4%	1%	-44%	.
NC(=O)CC(NC(=O)c1cccc(Br)c1)c1ccc(NC2CCN(Cc3ccccc3)CC2)c([N+](=O)[O-])c1 (stereo not drawn)	.	0.0%	0%	.	.	.	.	.	.	7%	14%	.
CCn1c(SCC(=O)Nc2nc(C)c(C(=O)OC)s2)nnc1C(C)C	6%	0.0%	15%	0.48	-0.3	0.29	0.75	-1%	-2.4%	-6%	18%	-11%
CCC(=O)Nc1cc(C(=O)O)ccc1S(=O)(=O)c1ccc(C)cc1	10%	-0.1%	-37%	-0.26	-0.29	0.75	0.18	28%	-2.6%	4%	1%	6%
O=C(/C=C/c1ccccc1[N+](=O)[O-])N1CCCCC1	2%	-0.3%	-25%	-0.5	-0.39	-0.58	0.9	-21%	-2.0%	-20%	-5%	-4%
Nc1nnc(-c2ccccc2F)s1	4%	0.3%	13%	-0.65	-0.35	0.027	0.22	-20%	1.7%	-12%	-21%	14%
COc1ccc(-n2nc(C(=O)NCC(=O)N3CCCC(C)C3)c3ccccc3c2=O)cc1 (stereo not drawn)	.	0.2%	-23%	.	.	.	.	-14%	1.9%	15%	-24%	.
O=C(Nc1ccccc1)c1ccccc1NC(=O)C(F)(F)F	6%	0.0%	-41%	-0.84	0.18	-0.21	1.2	-69%	1.7%	4%	-4%	-9%
CCCNc1ccc(C(=O)OCC)cc1[N+](=O)[O-]	-1%	-0.3%	-37%	0.66	-0.17	0.49	-1.2	27%	-4.0%	36%	-21%	-5%

From PubChem BioAssay

Only part of the results is shown (hit frequency here may not be typical).
